D1 potentiator: Potentiators of Human D1 Dopamine Receptor: qHTS; AID 504651, 2011; actives 0.036% (n = 360,000); D(1A) dopamine receptor (Homo sapiens), P21728; potentiation, % at 10 µM; HEK293 TREx D1 cells, calcium flux, dopamine EC20 potentiation; in the data active means potentiation above about 30%; further: 0% is about no effect
D2 antag: HTS Assay for Allosteric Antagonists of the Human D2 Dopamine Receptor: Primary Screen for Antagonists; inhibition, % at 10 µM; actives 2% (n = 340,000); HEK293 TREx D2 cells, calcium flux, dopamine EC80; D(2) dopamine receptor (Homo sapiens), P14416; AID 485344, 2010; in the data active means inhibition above about 30%; further: 0% is about no effect
Target sequence (P14416 whole entry, looked up): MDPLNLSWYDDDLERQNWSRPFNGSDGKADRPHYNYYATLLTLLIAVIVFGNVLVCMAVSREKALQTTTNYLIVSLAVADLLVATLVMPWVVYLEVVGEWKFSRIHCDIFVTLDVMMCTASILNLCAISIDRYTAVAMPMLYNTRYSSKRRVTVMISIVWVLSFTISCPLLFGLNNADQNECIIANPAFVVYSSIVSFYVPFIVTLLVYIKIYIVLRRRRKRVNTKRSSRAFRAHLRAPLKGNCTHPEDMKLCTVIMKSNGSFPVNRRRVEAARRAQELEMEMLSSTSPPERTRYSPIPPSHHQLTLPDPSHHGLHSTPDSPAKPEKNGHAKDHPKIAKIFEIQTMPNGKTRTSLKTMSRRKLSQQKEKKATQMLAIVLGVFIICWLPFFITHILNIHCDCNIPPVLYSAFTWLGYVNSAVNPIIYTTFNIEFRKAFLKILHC
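Tetracycline-induced HEK293 T-REx cells expressing D2 force-coupled to calcium signalling were dye-loaded, exposed to compound for 180 s, then challenged with an EC80 of dopamine; calcium flux was followed kinetically for a further 180 s.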
D1 ag: Allosteric Agonists of the Human D1 Dopamine Receptor: qHTS. activation, % at 2 µM. HEK293 T-REx D1 cells, calcium flux, agonist mode. AID 504660, 2011. D(1A) dopamine receptor (Homo sapiens), P21728. actives 1% (n = 360,000); in the data active means activation above about 30%; further: 0% is about no effect
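Agonism was scored from calcium flux recorded over 180 s (1 read/s) after pintool compound addition, following a 10-cycle baseline. Cells were inducible force-coupled HEK293 TREx D1, plated overnight at 30 C and loaded with no-wash calcium dye.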
RXFP1 ag: qHTS Assay for Agonists of the Relaxin Receptor RXFP1; HEK293T-RXFP1 cAMP TR-FRET, 30 min; response scale: percent of porcine relaxin response, buffer zero; AID 2676, 2010; Relaxin receptor 1 (Homo sapiens), Q9HBX9; Potency, µM (titrated, usually from 57.5 µM), without a hit: at the highest dose activation, hits mostly activators; actives 0.3% (n = 370,000); active means well fitted activation curve with a large enough effect; further: potency means the concentration at half of the fitted maximal effect; on the % scale 0 is the no-effect control and ±100 the full control effect; nearly all actives have a fitted effect of over 60% in size; many of its hits are not listed in these tables
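HEK293 cells stably expressing RXFP1, treated 30 min at 37C with compounds plus PDE4 inhibitor Ro 20174; cAMP measured by HTRF TR-FRET. Normalized to buffer and 29 nM porcine relaxin; EC50 by Hill fit.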
D2 agonist: HTS Assay for Allosteric Agonists of the Human D2 Dopamine Receptor: Primary Screen for Agonists. D(2) dopamine receptor (Homo sapiens), P14416. activation, % at 2 µM. actives 0.53% (n = 340,000). HEK293 T-REx D2 cells, calcium flux agonist mode. AID 485358, 2010;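 active means activation over 3 SD above normal in the single-dose calcium agonist read, cut at about 30% in these data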; further: 0% is about no effect
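Agonism is scored from calcium flux in a force-coupled, inducible HEK293 cell line expressing D2, read kinetically for 180 s after compound addition against dopamine controls.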
D1 antagonist: Antagonist of Human D 1 Dopamine Receptor: qHTS; D(1A) dopamine receptor (Homo sapiens), P21728; HEK293 TREx D1 cells, calcium flux, dopamine EC80; hits give low values; activity change, negative = inhibition, % at 10 µM; actives 3.2% (n = 360,000); in the data active means activity change below about -30%; further: on the % scale 0 is the no-effect control and ±100 the full control effect
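Allosteric or orthosteric antagonism assessed as attenuation of the calcium response to EC80 dopamine, added 180 s after compound, in induced HEK293 Trex D1 cells loaded with no-wash calcium dye.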
TRHR enhancer: qHTS for Small Molecule Agonists and Allosteric Enhancers of Human TRH Receptor: Primary Screen for Enhancers; Thyrotropin-releasing hormone receptor (Homo sapiens), P34981; AID 493056, 2011; enhancement, % at 2 µM; TRHR cells, fluo-8 calcium fluorescence, EC20 TRH enhancement; actives 0.66% (n = 360,000); in the data active means enhancement above about 30%; further: 0% is about no effect
Target sequence (P34981 whole entry, looked up): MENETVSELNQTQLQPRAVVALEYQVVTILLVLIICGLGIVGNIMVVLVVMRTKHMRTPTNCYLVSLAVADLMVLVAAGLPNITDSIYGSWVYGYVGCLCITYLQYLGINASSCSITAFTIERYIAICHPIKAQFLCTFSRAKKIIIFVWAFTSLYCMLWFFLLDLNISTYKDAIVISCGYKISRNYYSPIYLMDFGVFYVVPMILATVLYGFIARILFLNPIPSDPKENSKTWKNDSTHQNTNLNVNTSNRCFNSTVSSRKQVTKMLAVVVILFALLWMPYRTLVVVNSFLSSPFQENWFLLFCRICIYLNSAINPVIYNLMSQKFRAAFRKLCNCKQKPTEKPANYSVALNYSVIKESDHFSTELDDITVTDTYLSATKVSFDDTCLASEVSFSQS
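TRHR-expressing cells loaded with fluo-8 calcium dye were read kinetically (ex 480/em 530) during compound addition, then stimulated with an EC20 of TRH (10 nM final). Enhancement of the Gq-mediated intracellular calcium response was scored.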
D2 potentiator: HTS Assay for Positive Allosteric Modulators of the Human D2 Dopamine Receptor: Primary Screen for Potentiators; AID 485347, 2010; actives 0.34% (n = 340,000); potentiation, % at 10 µM; D(2) dopamine receptor (Homo sapiens), P14416; HEK293 T-REx D2, calcium flux, EC20 dopamine potentiation;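 active means potentiation over 3 SD above the plate norm, cut at about 30% in these data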; further: 0% is about no effect
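Tetracycline-induced HEK293 T-REx cells force-coupled to calcium signalling expressed D2; compounds were pin-added after a 10 s baseline, read kinetically 180 s, then an EC20 dopamine challenge followed with a further 180 s calcium read.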
RXFP1 antag: qHTS Assay for Antagonists of the Relaxin Receptor RXFP1 | activity change, negative = inhibition, % at 57.5 µM | actives 0.59% (n = 350,000) | AID 1259400, 2018 | Relaxin receptor 1 (Homo sapiens), Q9HBX9 | HEK293-RXFP1, relaxin-stimulated cAMP HTRF, 30 min; hits give low values;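 active means activity change of -60% or lower, but not beyond a set lower limit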; further: on the % scale 0 is the no-effect control and ±100 the full control effect
The depositor's hits bear a star; / = not tested or not shown.

SMILES | D1 potentiator | D2 antag | D1 ag | RXFP1 ag | D2 agonist | D1 antagonist | TRHR enhancer | D2 potentiator | RXFP1 antag
CC1(NC(=O)c2cc(Cl)nc3ccccc23)CCS(=O)(=O)C1 (stereo not given) | -5 | 7 | -1 | 2.3% | 0.1 | 4 | -2 | 5 | 1
CCOC(=O)c1c(C)[nH]c(C)c1S(=O)(=O)N1CCC(C(=O)NCc2ccc(F)cc2)CC1 | -1 | / | 2 | 0.3% | 0.1 | 0 | 3 | -7 | /
CCCCOc1ccccc1C(=O)NCCCC(=O)O | 1 | 11 | 0 | -2.4% | -0.7 | -19 | 8 | -4 | -6
O=C(Cc1ccccc1)Nc1ccccc1C(=O)NCC1CCCO1 (stereo not given) | 13 | -10 | 1 | -0.2% | -0.5 | 6 | 1 | 17 | -4
O=C(O)c1ccc(Cl)c(N2C(=O)Nc3ccccc3N2O)c1 | -4 | -6 | 6 | -0.9% | -0.1 | -2 | 1 | 5 | -9
CCOC(=O)Oc1ccc(C(=O)OCCCN(C)C)cc1OC | 1 | 20 | 5 | -0.5% | -0.6 | -2 | -3 | -1 | -3
Cc1ccc(N=CC2=C(O)CC(C)(C)CC2=O)nc1 | 6 | 12 | 2 | -0.1% | -2.0 | -14 | 3 | 7 | -7
COc1ccc(-c2nnc(SCC(=O)c3cc(C)n(Cc4cccs4)c3C)o2)cc1 | 10 | -1 | 2 | -1.1% | 0.5 | 4 | 1 | -2 | 1
CCNC(=O)CN1C(=O)NC(CCc2ccccc2)C1=O (stereo not given) | -1 | -7 | 3 | 0.1% | -0.3 | -1 | 13 | 0 | 1
COC(=O)COc1ccc(Cl)cc1C1Nc2ccccc2C(=O)N1c1ccc(OC)cc1 (stereo not given) | -3 | 11 | 1 | 2.2% | 0.4 | -22 | -5 | 14 | 2
CCN1C=C(Cc2cccs2)C2=C(C1)C(c1cccs1)C(C#N)=C(N)O2 (stereo not given) | -4 | 81* | 5 | 2.9% | 44* | -10 | -6 | -31 | -3
Cn1cccc1CC(=O)N/N=C\c1c2ccccc2cc2ccccc12 | -4 | -3 | 0 | -2.1% | -2.5 | -5 | -3 | 1 | -23
CC(=O)c1ccc(NCCC(=O)c2ccccc2)cc1 | 7 | -5 | 2 | 1.6% | 0.6 | 13 | -2 | 0 | 13
CCC1CCCCN1S(=O)(=O)c1ccc(N2CCCCS2(=O)=O)cc1 (stereo not given) | 0 | / | 6 | 0.5% | -0.3 | -10 | 3 | -1 | 5
COc1ccc2cc(CCNC(=O)c3ccco3)c(=O)[nH]c2c1 | -9 | 11 | 1 | 0.6% | -0.2 | -29 | 0 | 9 | -9
Cc1sc2ncn(CC(=O)N3CCCCC3)c(=O)c2c1C | -4 | 8 | -1 | 5.7% | -0.2 | 5 | 0 | 12 | -3
CCOC(=O)C1C(c2ccccc2)C(C(=O)OCC)S(=O)(=O)C(CCN(CC)CC)S1(=O)=O (stereo not given) | 8 | -6 | 2 | -1.7% | -0.7 | 11 | -6 | 5 | -29
Cc1cc(C(C)(C)C)ccc1OCCN1CCCC1 | 0 | / | 9 | -1.3% | / | 5 | 1 | / | 4
Cc1ccc(/C=N/Nc2ccc(F)cc2F)s1 | 14 | -15 | 1 | 0.6% | 0.4 | -4 | 9 | 6 | 2
CCSc1nnc(NC(=O)CSc2nnc(CNC(=O)c3ccc(OC)c(OC)c3)o2)s1 | -11 | / | 0 | -0.4% | / | -22 | 0 | / | 4
O=C1CCC/C(=N\NC(=O)c2ccc(COc3ccccc3-c3ccccc3)cc2)C1 | 2 | -16 | 2 | 0.2% | -4.0 | -7 | 17 | 11 | -2
CC1(C)Cc2c(c(-c3ccco3)nc3sc4c(NCCO)ncnc4c23)CO1 | 0 | 2 | 5 | 2.5% | 1.2 | 0 | -2 | 5 | 7
COc1ccccc1/C=C/C=N/NC(=O)Cc1cccs1 | -7 | / | 1 | -0.8% | / | 21 | 0 | / | -12
COc1ccc(Nc2nc(N3CCOCC3)nc(N3CCOCC3)n2)c(OC)c1 | -12 | 22 | 4 | 4.3% | -1.2 | 11 | -3 | -4 | -1

An excerpt from above in order of number of heavy atoms, low to high.
SMILES | D1 potentiator | D2 antag | D1 ag | RXFP1 ag | D2 agonist | D1 antagonist | TRHR enhancer | D2 potentiator | RXFP1 antag
Cc1cc(C(C)(C)C)ccc1OCCN1CCCC1 | 0 | / | 9 | -1.3% | / | 5 | 1 | / | 4
COc1ccc2cc(CCNC(=O)c3ccco3)c(=O)[nH]c2c1 | -9 | 11 | 1 | 0.6% | -0.2 | -29 | 0 | 9 | -9
CC1(C)Cc2c(c(-c3ccco3)nc3sc4c(NCCO)ncnc4c23)CO1 | 0 | 2 | 5 | 2.5% | 1.2 | 0 | -2 | 5 | 7
COC(=O)COc1ccc(Cl)cc1C1Nc2ccccc2C(=O)N1c1ccc(OC)cc1 (stereo not given) | -3 | 11 | 1 | 2.2% | 0.4 | -22 | -5 | 14 | 2

The listing continues:
SMILES | D1 potentiator | D2 antag | D1 ag | RXFP1 ag | D2 agonist | D1 antagonist | TRHR enhancer | D2 potentiator | RXFP1 antag
CC(Sc1n[nH]c(N)n1)C(=O)Nc1cccc(S(=O)(=O)N2CCOCC2)c1 (stereo not given) | 2 | 0 | 0 | 2.3% | 1.8 | -5 | -9 | 4 | -19
CCOc1ccc(N2C(=O)CC(Sc3nc(C)cc(C)c3C#N)C2=O)cc1 (stereo not given) | -2 | 3 | -1 | -0.2% | -0.3 | -22 | 3 | 12 | -8
COc1ccc(NC(=O)CSc2n[nH]c(N)n2)cc1OC | -4 | 0 | 3 | 1.2% | -0.5 | / | 3 | 9 | 2
COc1ccc(S(=O)(=O)NC2CC3CCC2C3)cc1Br (stereo not given) | 0 | 1 | 0 | -0.3% | -0.6 | 3 | 6 | -4 | 2
Cc1cc(N(CCO)CCO)nc(-n2nc(C)cc2C)n1 | -6 | -3 | 3 | 3.3% | -1.6 | -23 | 5 | 12 | 3
COc1cc(NC(C)=O)ccc1-c1cc2ccccc2oc1=O | 5 | / | 3 | -0.3% | / | -5 | 24 | -11 | -8
CC(C)(C)OC(=O)NNC(=O)c1cccs1 | -3 | 25 | -2 | 0.6% | 0.0 | 21 | -2 | -5 | 0
Cc1sc2ncnc(SCC(=O)NC3CCCC3)c2c1C | -5 | 32* | 1 | 17% | -3.3 | 6 | 0 | / | 1
O=C(CC(=O)Nc1ccccc1F)Nc1ccc2nc3n(c(=O)c2c1)CCCCC3 | -3 | / | 5 | 3.8% | 0.0 | 11 | -15 | 3 | /
CC(Sc1nccn1C)C(=O)c1ccc(Br)cc1 (stereo not given) | -7 | 8 | 0 | 6.3% | -0.1 | -11 | -1 | 12 | -9
Cc1ccc(NC(=O)COC(=O)CN2CCCCCC2=O)c(C)c1 | -2 | -4 | -1 | 1.8% | 0.1 | 2 | 6 | 2 | -12
Cc1ccc2[nH]c(=O)c(-c3nc4c(C)cccn4c3NCc3ccco3)cc2c1 | -3 | / | 2 | 1.6% | / | -8 | 2 | -4 | 7
Cc1cc(C)nc(Oc2ccc([N+](=O)[O-])cc2)n1 | -3 | 11 | 4 | 13% | -0.8 | 3 | 2 | 11 | -22
C=CCCCCCCCCc1nc(SCC(C)=O)n[nH]1 | -3 | 9 | 1 | -1.5% | -2.2 | -18 | -5 | -12 | -6
CN(C)CCN1C(=O)C(O)=C(C(=O)c2ccco2)C1c1ccccc1F (stereo not given) | -2 | 9 | 2 | 9.4% | 0.4 | -3 | 0 | -2 | 1
CCc1nnc(NC(=O)CN2CCOCC2)s1 | -5 | 0 | 0 | -0.1% | 0.3 | 8 | 13 | 10 | 7
O=C(Nc1ccccc1C(=O)OCc1cc(=O)n2nc(C3CC3)sc2n1)c1ccc(Cl)cc1 | 0 | / | -2 | 3.6% | 1.4 | 0 | 1 | 6 | 0
Cc1ccc(N(CCCCN2C(=O)c3ccccc3C2=O)C(=O)c2cccc([N+](=O)[O-])c2)cc1 | -1 | / | 1 | 3.5% | / | -4 | -1 | / | 2
O=S(=O)(NCCc1ccccc1)c1ccc(F)cc1 | -5 | -2 | -2 | 0.6% | 2.0 | -20 | -3 | 18 | 10
COC(=O)c1ccccc1NC(=O)CN1CCN(c2ccccn2)CC1 | -1 | 0 | 4 | 1.5% | -0.2 | -20 | 0 | 5 | 6
Cc1c(C(=O)NC(C)c2ccc(-n3ccnc3)cc2)cccc1[N+](=O)[O-] (stereo not given) | -3 | 3 | 2 | -1.9% | 1.5 | 6 | -1 | 4 | 15
CCc1ccccc1N(CC(=O)N1CCN(c2ccccc2)CC1)S(C)(=O)=O | -4 | 1 | 3 | 0.0% | 6.7 | 1 | -1 | -3 | 0
CC(=O)Nc1ccc(NC(=O)C2CCN(c3c(NC(C)=O)c(C)nn3-c3ccccc3)CC2)cc1 | -1 | / | 3 | 4.4% | 0.0 | -36* | -3 | 2 | -8
CCOC(=O)Cn1nc(/C=C/c2ccc(C(C)C)cc2)ccc1=O | -2 | 7 | 7 | 1.6% | 1.0 | -16 | 13 | 18 | -14
O=C(N/N=C/c1cccnc1)c1cc2c(ccc3ccccc32)o1 | -2 | -28 | 1 | -0.3% | 0.1 | -12 | 0 | -6 | 19
O=[N+]([O-])c1ccccc1S(=O)(=O)Oc1ccc(C(=S)N2CCOCC2)cc1 | -10 | 7 | 7 | -0.1% | 0.2 | -26 | -7 | -1 | 8
Cc1ccc(NC(NC(=O)c2ccccc2[N+](=O)[O-])C(Cl)(Cl)Cl)cc1 (stereo not given) | 4 | -1 | 2 | 1.1% | 0.4 | 4 | -2 | -1 | /
Cc1ccc(CN2CCN(CC(=O)N/N=C/c3ccc(C)o3)CC2)cc1 | -2 | 7 | 3 | 2.2% | -1.5 | 20 | -2 | 8 | 1
CCc1ccc(NC(=O)C(=O)NNC(=O)c2cccc(OC)c2)cc1 | -6 | 13 | 1 | -1.0% | -2.1 | 8 | 0 | / | -6
COc1ccc(OC)c(C2Nc3c(Cl)ccc(C(=O)O)c3C3C=CCC32)c1 (stereo not given) | -2 | -7 | 2 | -0.6% | 0.0 | 0 | 5 | -1 | -12

Source: PubChem BioAssay (National Center for Advancing Translational Sciences (NCATS))

This is a subset; the hit share may differ from the screen's.
